All columns: NCI-60 one-dose screen, growth in % after 48 h at 10 µM unless noted; 100 = growth as untreated, 0 = no growth, -100 = all killed.
UO-31 = UO-31 renal cancer; 81,000 compounds, 5.2% hits
SF-268 = SF-268 CNS cancer cells; 82,000 compounds, 3.1% hits; AID 1794759
U251 = U251 CNS tumor cells | 80,000 compounds, 5.4% hits | AID 1794753
SF-295 = SF-295 CNS cancer cells; 79,000 compounds, 5.6% hits
CAKI-1 = CAKI-1 renal cancer; 75,000 compounds, 4.7% hits; AID 1794772
786-0 = 786-0 renal cancer cells. 81,000 compounds, 5.1% hits
SN12C = SN12C renal cancer cells; 81,000 compounds, 3.8% hits; AID 1794767
TK-10 = TK-10 renal cancer cells; 81,000 compounds, 3.9% hits
An asterisk follows results filed as active; · = no result given; & = joins results of further samples. How the source made its calls: active means growth percent below 10; inactive means the rest. Rows are unselected; any-hit rate near 9.2%.

Preview:
SMILES	UO-31	SF-268	U251	SF-295	CAKI-1	786-0	SN12C	TK-10
CCCCCN=C(N)C(N)=NCCCCC	86	107	100	102	101	102	103	101
COc1ccc(C(=O)c2sc3nc(C)cc(C)c3c2N)cc1OC	87	60	66	90	99	100	102	89
O=P(CCc1ccccc1)(c1ccccc1)c1ccccc1	102	101	107	126	85	110	110	118
CC(=O)NC1C(Nc2ccc(S(=O)(=O)Nc3nc(C)cc(C)n3)cc2)OC(CO)C(O)C1O (stereo not given)	92	107	98	102	·	96	99	97
C#CC(C)ON1C(=O)c2ccccc2C1=O (stereo not given)	100	109	102	94	98	95	117	98
COc1ccc(NCC(=O)Cn2cc(COc3ccc(C=Nc4cnc5ccccc5c4)cc3)nn2)cc1	88	108	98	103	95	101	99	106
NCC(=O)c1cccc2ccc[n+]([O-])c12	66	98	101	·	95	99	90	127
CCN(CC)c1ccc(/C=N/NC(=O)CSc2nc3ccccc3c(=O)n2CCc2ccc(S(N)(=O)=O)cc2)cc1	64	106	84	74	75	103	83	136
C/C(=N\NC(=O)c1sc(=S)n(C)c1N)c1cccs1	·	107	91	103	100	100	101	117
C/C(=C\CCc1ccoc1)CC/C=C(\C)CCCCCC/C(C)=C/CC/C(C)=C/CCc1ccoc1	92	104	101	103	99	102	98	101
N#Cc1cc(CC(=O)Nc2cc(C3(C(F)(F)F)CC3)nn2CC2CCCCC2)ccc1F	86	105	98	92	97	97	99	103
Cc1cc(C)cc(CCCCCCCCCCCCCCCCCC(=O)O)c1	89	103	110	·	100	100	106	116
Cc1[nH]c(C(=O)Nc2ccccc2OC2CCNC2)c(Cl)c1Cl (stereo not given)	45	76	64	95	76	69	78	122
CCOC(=O)CNN	91	103	96	102	106	106	101	102
COc1ccc(CCNc2nc3sc4c(c3c(=O)[nH]2)CCCC4)cc1OC	92	107	94	91	99	98	94	88
O=C1Cc2cc(CCN3CCNCC3)c(Cl)cc2N1Cc1ccc(-c2ccccc2-c2nn[nH]n2)cc1	65	103	98	92	89	103	90	136
Nc1ncc(-c2ccc3ncnc(N4CCc5cc(F)c(Cl)cc54)c3c2)cc1C(F)(F)F	-2.5*	34	48	26	-8.1*	16	25	9.3*

Results, previewed entries included:
SMILES	UO-31	SF-268	U251	SF-295	CAKI-1	786-0	SN12C	TK-10
CCCCCN=C(N)C(N)=NCCCCC	86	107	100	102	101	102	103	101
COc1ccc(C(=O)c2sc3nc(C)cc(C)c3c2N)cc1OC	87	60	66	90	99	100	102	89
O=P(CCc1ccccc1)(c1ccccc1)c1ccccc1	102	101	107	126	85	110	110	118
CC(=O)NC1C(Nc2ccc(S(=O)(=O)Nc3nc(C)cc(C)n3)cc2)OC(CO)C(O)C1O (stereo not given)	92	107	98	102	·	96	99	97
C#CC(C)ON1C(=O)c2ccccc2C1=O (stereo not given)	100	109	102	94	98	95	117	98
COc1ccc(NCC(=O)Cn2cc(COc3ccc(C=Nc4cnc5ccccc5c4)cc3)nn2)cc1	88	108	98	103	95	101	99	106
NCC(=O)c1cccc2ccc[n+]([O-])c12	66	98	101	·	95	99	90	127
CCN(CC)c1ccc(/C=N/NC(=O)CSc2nc3ccccc3c(=O)n2CCc2ccc(S(N)(=O)=O)cc2)cc1	64	106	84	74	75	103	83	136
C/C(=N\NC(=O)c1sc(=S)n(C)c1N)c1cccs1	·	107	91	103	100	100	101	117
C/C(=C\CCc1ccoc1)CC/C=C(\C)CCCCCC/C(C)=C/CC/C(C)=C/CCc1ccoc1	92	104	101	103	99	102	98	101
N#Cc1cc(CC(=O)Nc2cc(C3(C(F)(F)F)CC3)nn2CC2CCCCC2)ccc1F	86	105	98	92	97	97	99	103
Cc1cc(C)cc(CCCCCCCCCCCCCCCCCC(=O)O)c1	89	103	110	·	100	100	106	116
Cc1[nH]c(C(=O)Nc2ccccc2OC2CCNC2)c(Cl)c1Cl (stereo not given)	45	76	64	95	76	69	78	122
CCOC(=O)CNN	91	103	96	102	106	106	101	102
COc1ccc(CCNc2nc3sc4c(c3c(=O)[nH]2)CCCC4)cc1OC	92	107	94	91	99	98	94	88
O=C1Cc2cc(CCN3CCNCC3)c(Cl)cc2N1Cc1ccc(-c2ccccc2-c2nn[nH]n2)cc1	65	103	98	92	89	103	90	136
Nc1ncc(-c2ccc3ncnc(N4CCc5cc(F)c(Cl)cc54)c3c2)cc1C(F)(F)F	-2.5*	34	48	26	-8.1*	16	25	9.3*
COc1ccc2c(c1)C(=O)c1c-2c(OCCN(C)C)nc2cc(OC)ccc12	-44*	36	-69*	32	9.1*	36	23	28
COc1cc(C(=O)N(C)C)cc(OC)c1OC	97	102	95	98	98	105	99	·
Cc1ccc2nc(CCS)[nH]c2c1	90	121	105	96	93	108	101	113
Cn1c(N)c(N)c(=O)n(C)c1=O	85	103	95	112	90	102	100	100
COc1ccc(Cn2c(Br)c3c(c2-c2ccccc2)CCc2sc(NC(=O)c4ccc(OC)cc4)nc2-3)cc1	66	92	104	100	86	100	85	111
CN1C(=O)C(=Cc2ccc(OCC(=O)N3CCCC3)cc2)C(=O)N(C)C1=O	73	98	95	100	88	100	106	96
CCN(CC)S(=O)(=O)c1ccc(-c2nc(C(Cl)Cl)nc3cc(-c4ccc(C)cc4)nn23)cc1	97	98	95	94	93	97	82	94
COC(=O)c1cc(Cl)cc(NC(C)=O)c1Cl	82	114	·	97	94	97	106	111
O=c1oc2ccccc2cc1C1=NN(c2ccccc2)C(c2cn(-c3ccccc3)nc2-c2ccc(Cl)cc2)C1 (stereo not given)	71	99	108	107	70	107	92	143
O=C(O)c1ccc(NC(=S)NC(=O)c2ccccc2)cc1	78	99	68	90	73	107	88	94
O=C(CCn1cc(F)c(=O)[nH]c1=O)NO	92	101	108	100	87	99	98	87
C=C1CC[C@@H]2[C@]3(C)COC(c4cn[nH]c4-c4cccc(Cl)c4)O[C@@H]3CC[C@@]2(C)[C@@H]1C/C=C1/C(=O)OCC1O (stereo not given in full)	-94*	34	-86*	-33*	33	-93*	-70*	3.3*
O=C(Nc1cccc(N=Cc2ccccc2O)c1)c1ccccc1	73	96	98	101	83	105	101	115
CCOC(=O)c1c2c(n3ccc(C)cc13)C(=O)c1ccccc1C2=O	61	96	93	98	80	97	96	103
O=C1C=C(C(O)c2cccc([N+](=O)[O-])c2)C(=O)c2ccccc21 (stereo not given)	69	101	103	·	·	118	103	111
CCN1CCN(Cc2ccc(NC(=O)Nc3nc4ccc(Oc5ccnc(C(=O)NC)c5)cc4s3)cc2C(F)(F)F)CC1	-80*	-47*	-61*	-24*	-44*	·	-75*	-36*
COc1ccc(CN(N=O)c2ccc(C(=O)O)cc2)cc1	93	108	106	111	96	105	105	109
COC1C(/C=C/C(C)=O)OC2OC(C)(C)OC21 (stereo not given)	89	100	107	90	97	109	99	83
Cc1ccc2c(c1)C(O)CCC2 (stereo not given)	84	102	91	100	102	98	88	87
COC(=O)c1ccc2c(c1)Oc1ccccc1-c1cc(C)nn1-2	74	95	92	109	83	102	·	101
CN1CCN(Cc2ccc(C(=O)Nc3cncc(C#Cc4cnc(N)c5ccccc45)c3)cc2C(F)(F)F)CC1	-91*	-69*	-71*	-83*	-91*	-82*	-82*	-70*
CC(=O)Nc1c([N+](=O)[O-])cc2c3c(cccc13)CC2	80&88	96&101	101	91&113	70&68	94&101	96&102	95&105
CCOc1ccc(CO)cc1	89	99	106	99	105	106	102	102
O=C(CCl)n1c(-c2ccccc2)nc2ccccc21	76	96	·	97	89	100	101	117
N#C/C(=C\c1ccc(C#N)cc1)C(=O)c1ccccc1	89	104	94	107	·	94	96	132
CCNC(=O)N1CCc2c(Cl)c3c(c(OC)c2[C@@H]1[C@H]1OCc2c1ccc(OC)c2OC)OCCO3	34	45	26	8.1*	24	27	38	48
O=C(Nc1ccccc1)C1=CNc2ccccc2S1=O (stereo not given)	96	98	98	98	98	96	104	121
CC/C(=C\c1ccc(O)c(O)c1)C(=O)NC1CCOC1O (stereo not given)	55	97	95	112	93	100	101	106
CC(=O)c1c(C)[nH]c2c1c(-c1ccc(C)o1)nc1ccccc12	68	98	98	88	92	89	90	100
CCOC(=O)Nc1cccc([N+](=O)[O-])c1	93	93	91	121	77	97	88	110
COC(=O)c1ccc(CSc2ccccc2NC(=S)Nc2cccc(C(F)(F)F)c2)o1	89	100	93	93	94	96	97	111
O=P(O)(c1ccccc1)c1ccccc1	104	103	96	102	105	103	103	100
COC(=O)Cc1cccc2ccccc12	102	101	107	114	108	108	94	107
OC[C@H]1O[C@H](O[C@]2(CCl)O[C@H](CCl)[C@@H](O)[C@@H]2O)[C@H](O)[C@@H](O)[C@H]1Cl	80	100	104	110	83	99	95	127
C=CCNc1nc(NN2C(=O)c3cccc4cccc(c34)C2=O)nc(N2CCOCC2)n1	69	93	105	102	105	102	97	142
CC(O)c1cccc2ccccc12 (stereo not given)	82	99	94	·	99	117	103	109
C[N+](C)=c1ccc2nc3c(cc(Nc4ccccc4)c4ccccc43)oc-2c1	59	80	23	59	·	73	80	106
CS(=O)(=O)c1ccc(-c2cc(-c3nnc(SC/C(=N/O)c4ccccc4)n3-c3ccccc3)c3ccccc3n2)cc1	81	94	99	107	86	105	102	127
O=C1Nc2ccccc2B(O)N1c1cc(C(F)(F)F)cc(C(F)(F)F)c1	73	95	·	72	69	106	89	98
Cc1cccc2nc3c(n12)C(=O)C(=O)c1ccccc1-3	56	81	43	83	·	106	37	125
CCCCC1CCc2cccc3c(SCC(=O)N(C)c4ccccc4Br)cc[n+]1c23 (stereo not given)	99	109	105	101	100	105	99	98
COc1cnc2c(c1)C(=O)c1c-2n(CCCN2CCNCC2)c(=O)c2cc(F)ccc12	-50*	6.4*	2.0*	0.8*	·	-94*	7.7*	·
COc1ccccc1C1OC2=Nc3cc(C)c(C)cc3NC2C1=O (stereo not given)	·	·	53	75	60	14	81	55
Next part
SMILES	UO-31	SF-268	U251	SF-295	CAKI-1	786-0	SN12C	TK-10
Cc1ccc(C)n1CCO	61	109	103	106	93	102	93	107
Ic1ccc(SSc2ccc(I)cc2)cc1	60	59	68	78	·	93	71	84
COc1ccc(/C=C/c2nc(Nc3cccc(-c4ccn[nH]4)c3)c3ccccc3n2)cc1	73	95	94	85	75	102	82	117
COc1ccc(-c2ccc(SCC(=O)Nc3ccccc3)nn2)cc1	84	95	98	101	96	95	91	109
CCOC(=O)/C=C(/C)N(C)C	82	118	106	129	105	103	112	112
O=C(Nc1ccc2ncnc(Nc3nnc(-c4ccncc4)s3)c2c1)c1ccccc1	64	87	85	86	·	78	71	119
COC(=O)CSC(=O)N(c1ccccc1)c1ccccc1	87	103	102	99	90	101	100	90
CN1CN(C)C(c2ccncc2)=C1c1ccncc1	99	106	107	128	·	108	103	141
CC(=O)Nc1ccc(-c2cc3c(NCc4ccc(F)cc4)ncnc3s2)cc1	62	68	78	83	62	83	73	71
COc1cc2cc3c(nc2cc1OC)CCN3Cc1ccc(NC(=O)c2ccccc2I)cc1	65	96	98	97	89	94	95	139
CCOc1ccccc1NC(=O)c1cc(-c2ccc(C)cc2)n(-c2ccc(S(C)(=O)=O)cc2)n1	82	106	103	100	95	108	95	126
COc1ccc2[nH]c(=O)c(CSc3ccccc3N)cc2c1	84	93	104	94	66	89	96	96
Nc1nc(N)c2nc(CNc3ccc(C(=O)NC(CC(=O)O)C(=O)O)cc3)cnc2n1 (stereo not given)	79	42	54	60	57	30	43	88
CS(=O)(=O)c1ccc(N2N=C(c3ccc(NC(=O)Nc4ccccc4)cc3)CC2c2ccc(Cl)cc2)cc1 (stereo not given)	60	94	74	83	83	87	88	87
N#Cc1ccc(C(c2c[nH]c3ccc(Cl)cc3c2=O)n2ccnc2)cc1 (stereo not given)	81	98	95	101	98	102	83	118
Clc1ccc(C(c2c[nH]c3ccccc23)N2CCCC2)c(Cl)c1 (stereo not given)	53	97	92	91	83	95	98	106
O=c1[nH]nc(-c2cc(Cl)ccc2NCc2ccccc2)c(=O)[nH]1	63	95	88	91	73	97	93	118
COc1ccccc1NC(=O)NNC(=O)c1ccncc1	80	110	98	124	115	106	110	107
N#Cc1cccc(CN2CCC3=C(C2)C(=O)N(Cc2ccc(Cl)cc2)C2=NCCN23)c1	35	36	23	8.5*	·	45	24	52
O=C(O)c1cc(-c2ccc(Cl)cc2)nc2cc(Cl)ccc12	107	103	101	101	104	107	118	127
O=C(O)c1ccccc1I	112	107	100	109	106	105	104	109
CCOC(=O)C1CN(C(=O)OCC)C/C1=N/NC(N)=O (stereo not given)	80	97	100	108	98	101	108	101
Nc1nc(N)c(N=Nc2ccc(S(N)(=O)=O)cc2)c(=O)[nH]1	92	108	97	107	·	102	96	97
CCCCOC(=O)Oc1ccc(C(=O)Oc2ccc(OCC)cc2)cc1	86	96	89	109	87	97	95	117
NS(=O)(=O)c1ccc(-n2ncc3c(=O)[nH]cnc32)cc1	93	104	98	120	·	98	100	102
N#C/C(=N\Nc1ccc(F)cc1)C(=O)Nc1cc(-c2ccccc2)nn1-c1ccccc1	3.5*	14	8.7*	2.1*	2.6*	21	1.2*	27
O=C(O)COc1ccc(F)cc1Cl	104	108	111	103	96	96	100	112
COc1ccc(N2CCN(c3nc(-c4ccncc4)nc4sc5c(c34)CCCCCC5)CC2)cc1	68	98	84	89	71	89	83	·
CNc1c(Cl)c(Cl)cc(Cl)c1Cl	82	106	102	99	94	109	101	121
Cc1ccc(NC(=O)c2cccc([N+](=O)[O-])c2)cc1	94	98	101	101	94	101	103	119
CC(=O)c1cc2c(N)c(C(=O)Nc3cccc4cccnc34)sc2nc1C	93	101	102	101	89	98	95	116
O=c1oc(-c2ccccc2)nc2cc(Cl)ccc12	104	107	96	95	95	101	97	100
CCOC(=O)c1c(N2CCN(C)CC2)[nH]c(=O)c(C=Nc2ccc(OC)cc2)c1O	93	98	94	103	66	92	92	116
COc1cnc2c(c1)C(=O)c1c-2n(CCCNCCO)c(=O)c2ccncc12	-20*	15	0.6*	6.3*	29	12	5.0*	16
